TMEM16A act: mouse TMEM16A channel activation, primary screen; HEK293 TMEM16A/YFP-H148Q/I152L, iodide quench fluorescence; active compounds read low; AID 623877; B-score at 10 µM; 340,000 tested, 0.3% active; Q8BHY3;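 active = fluorescence-ratio B-score plate-corrected deviation score at least 3 library SD below zero, with starting fluorescence score within 5 deviations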;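 note: channel opened by trigger with iodide after compound preincubation; score built on the fluorescence ratio of max minus min over baseline; more negative score means more quench and so TMEM16A activation or potentiation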
Target sequence (Q8BHY3 whole entry, looked up): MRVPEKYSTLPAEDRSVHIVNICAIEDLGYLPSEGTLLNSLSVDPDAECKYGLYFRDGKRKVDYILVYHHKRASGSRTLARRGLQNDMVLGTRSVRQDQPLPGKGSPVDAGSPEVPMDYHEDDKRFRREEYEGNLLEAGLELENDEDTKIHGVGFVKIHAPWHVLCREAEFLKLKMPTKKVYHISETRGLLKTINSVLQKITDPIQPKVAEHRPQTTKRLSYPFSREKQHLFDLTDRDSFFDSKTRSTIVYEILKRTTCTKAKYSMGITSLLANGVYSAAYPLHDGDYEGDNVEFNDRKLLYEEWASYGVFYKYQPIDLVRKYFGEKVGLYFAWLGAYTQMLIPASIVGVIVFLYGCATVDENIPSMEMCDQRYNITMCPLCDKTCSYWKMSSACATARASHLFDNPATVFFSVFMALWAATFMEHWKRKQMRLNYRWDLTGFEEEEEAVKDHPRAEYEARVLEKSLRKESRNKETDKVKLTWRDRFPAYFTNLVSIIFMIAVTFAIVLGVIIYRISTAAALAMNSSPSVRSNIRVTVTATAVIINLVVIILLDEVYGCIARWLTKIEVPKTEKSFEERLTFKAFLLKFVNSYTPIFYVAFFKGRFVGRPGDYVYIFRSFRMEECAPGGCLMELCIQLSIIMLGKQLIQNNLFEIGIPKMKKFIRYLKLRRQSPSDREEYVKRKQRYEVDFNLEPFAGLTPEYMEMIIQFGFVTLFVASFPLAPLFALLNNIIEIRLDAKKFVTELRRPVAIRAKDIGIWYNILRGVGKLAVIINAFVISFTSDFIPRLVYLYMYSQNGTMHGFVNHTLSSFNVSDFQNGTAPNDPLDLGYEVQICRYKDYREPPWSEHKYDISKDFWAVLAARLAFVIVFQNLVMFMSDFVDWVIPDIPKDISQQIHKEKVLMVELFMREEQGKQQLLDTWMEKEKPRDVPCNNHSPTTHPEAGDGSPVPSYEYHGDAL
KCNQ1 pot: potentiates or activates the human KCNQ1 potassium channel; B-score at 10 µM; P51787; CHO-K1 KCNQ1, thallium flux FluxOR fluorescence; active compounds read high; 310,000 tested, 0.35% active;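 active = fluorescence ratio B-score, a plate-corrected score, at least three library SD, with initial intensity B-score within 5 SD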
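System: CHO-K1 cells stably expressing KCNQ1 / Medium: assay buffer for compound exposure, DMSO matched across wells / Reagent: thallium- and potassium-containing depolarizing buffer / Compound: one concentration, matched DMSO / Incubation: 20 min compound pretreatment at room temperature / Measured by: kinetic FluxOR fluorescence, 10 s baseline plus 110 s post-stimulus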
TMEM16A inh: inhibitors of mouse TMEM16A calcium-activated chloride channel; AID 588511; HEK293 TMEM16A/YFP iodide influx fluorescence, ionomycin; 310,000 tested, 1.2% active; normalized B-score (activity score, 25-100; higher = stronger inhibition) at 10 µM; Q8BHY3;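 active = ratio plate-corrected score three or more library SD toward inhibition, starting fluorescence score within five deviations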;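 note: score derived from kinetic fluorescence span divided by baseline fluorescence per well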
DYRK1A inh: Dyrk1A (rat) kinase inhibition; ADP-Glo luminescence, NFATc1 peptide; inhibition, % at 12.5 µM; 310,000 tested, 0.43% active; AID 504441; in the data active = inhibition above about 50%;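 note: plate controls were vehicle with enzyme for no effect and no enzyme for full effect; many of its hits are not listed in these tables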
HDAC3 inhib: human HDAC3 inhibition; 320,000 tested, 0.15% active; recombinant HDAC3, fluorogenic peptide/trypsin coupled, fluorescence; inhibition, % at 8.3 µM; O15379; in the data active = inhibition above about 26%, passing the limit was not always enough
TRPC4 PAM: allosterically enhances the mouse TRPC4 cation channel | Q9QUQ5 | HEK293 TRPC4beta/mu-opioid, DAMGO EC20, Fluo-4 Ca2+ flux; active compounds read high | B-score at 10 µM | 310,000 tested, 0.42% active | AID 2227;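 active = B-score of calcium response area above 5 SD of library B-scores, with initial fluorescence ratio within 5 SD of library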;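 note: B-score of integrated fluorescence ratio over time as area under calcium response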
hERG protect: hERG (human) protection from proarrhythmic block; Q12809; CHO-hERG, FluxOR thallium flux, dofetilide IC70 present; activation (rescue from dofetilide block), less the hit threshold, % at 10 µM; 310,000 tested, 0.51% active;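 active = activation above the mean of controls blocked by dofetilide plus 5 SD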;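 note: thallium influx through hERG after potassium depolarization seen as dye fluorescence rise; in these data hits start at about 4.7%; inactives centre near -7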
KCNQ1 inh: inhibitors of human KCNQ1 potassium channel | P51787 | CHO-K1 KCNQ1, FluxOR thallium flux fluorescence; active compounds read high | 310,000 tested, 1.3% active | B-score at 10 µM;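 active = compounds whose thallium flux B-score, printed positive for inhibition, exceeds three library SD while starting fluorescence stays within three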;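 note: channel opened by potassium depolarization with thallium stimulus after 20 min compound exposure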
KCNK3 block: human KCNK3 channel inhibition, primary screen; O14649; CHO-KCNK3 thallium flux, FluxOR fluorescence; active compounds read low; B-score at 10 µM; 340,000 tested, 0.84% active; AID 602410;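 active = B-score under library mean minus 4 SD, starting fluorescence ratio at most library mean plus 5 SD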;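 note: more negative B-score means stronger inhibition of thallium flux through KCNK3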
KCNK9 block: inhibitors of human KCNK9 two-pore domain potassium channel. Q9NPC2. HEK293 KCNK9, FluxOR thallium flux fluorescence; active compounds read low. B-score at 10 µM. 310,000 tested, 1.2% active. AID 488922;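 active = ratio B-score over 3 SD below the library mean, with starting fluorescence within 5 SD of its mean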;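 note: negative B-score means less thallium flux so channel inhibition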
TRPC4 act: opens the mouse TRPC4 cation channel; HEK293 TRPC4beta/mu-opioid, Fluo4 calcium fluorescence; active compounds read high; 310,000 tested, 0.49% active; Q9QUQ5; B-score at 10 µM; AID 2237;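 active = B-score above 5 SD of library B-scores, and initial fluorescence ratio not above library mean plus 5 SD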;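 note: positive B-score marks a calcium rise read as TRPC4 activation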
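System: HEK293 cells stably co-expressing mouse TRPC4beta and mu-opioid receptor; Schedule: Fluo4 dye loading 45 min at room temperature, 110 s recording; Detection: Fluo4 fluorescence, kinetic; Evaluation: B-scored integrated calcium fluorescence ratio; Controls: buffer (low) and maximal DAMGO (high).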
* = called active by the depositor; i = inactive; . = no result given. These rows are one share of the data; count on the stated rates, not on these rows.

SMILES | TMEM16A act | KCNQ1 pot | TMEM16A inh | DYRK1A inh | HDAC3 inhib | TRPC4 PAM | hERG protect | KCNQ1 inh | KCNK3 block | KCNK9 block | TRPC4 act
O=C(O)Cc1ccc(NS(=O)(=O)c2ccccc2Cl)cc1 | i | i | i | -1.9 | 2.6 | i | -8.7 | i | i | i | i
CC1=CC(=C2C(=O)c3ccccc3C2=O)C=C(C)N1C | i | i | i | 3.3 | 5.2 | i | -3.1 | i | i | i | i
N#Cc1ccccc1NC(=O)C1CC(=O)N(c2ccc3c4c(cccc24)CC3)C1 (centres undefined) | i | i | i | -2.9 | -2.1 | i | -5.0 | i | i | i | i
CCOC(=O)c1nnn(-c2nc(N(C)C)nc(N(C)C)n2)c1C | i | i | i | . | -3.0 | i | -1.6 | i | i | i | i
CCn1c(SCC(=O)Nc2ccc3c(c2)OCO3)nc2ccccc21 | i | i | i | 3.8 | 2.5 | i | -5.4 | i | i | i | i
O=C(Nc1ccc2c(c1)OCO2)C(=O)c1c[nH]c2ccccc12 | i | i | i | -2.5 | 0.2 | i | -9.6 | i | i | i | i
CC(C)(C)NC(=O)N1CCn2cccc2C1c1ccccc1F (centres undefined) | i | i | i | -12.8 | -0.1 | i | -7.5 | i | i | i | i
COc1ccc(C2/C(=C(/O)c3ccccc3)C(=O)C(=O)N2CCO)cc1 (centres undefined) | i | i | i | 0.8 | 5.8 | i | -4.1 | i | i | i | i
S=c1[nH]nc(-c2cccc(Cl)c2)n1/N=C/c1ccco1 | . | i | i | . | -1.0 | i | -5.3 | i | . | i | i
CCOc1ccc(C(=O)Nc2cccc(C(C)=O)c2)cc1[N+](=O)[O-] | i | i | i | 0.1 | 9.7 | i | -0.9 | i | i | i | i
COc1ccc(Nc2ccc(S(=O)(=O)N3CCCCC3)cc2[N+](=O)[O-])cc1 | i | i | i | . | 2.9 | 26* | -6.9 | i | i | i | i
COc1ccc2[nH]cc(CCN=C3SCC(=O)N3C)c2c1 | i | i | i | 1.1 | -10.5 | i | -5.5 | i | i | i | i
Cc1ccccc1OCC(=O)NNC(=O)CCN1C(=O)c2ccccc2C1=O | i | i | i | -0.6 | -5.6 | i | -6.2 | i | i | i | i
C=C(C)C(=O)Nc1ccc(OC(F)(F)C(F)F)c(NC(=O)C(=C)C)c1 | i | i | i | -8.7 | 3.0 | i | -12.3 | i | i | i | i
Cc1cccc(NC(=O)c2cccnc2)c1 | i | i | i | 1.1 | -5.3 | i | -3.3 | i | i | i | i
Cc1cc(-c2ccc(C)c(S(=O)(=O)NC(C)Cc3ccco3)c2)on1 (centres undefined) | i | i | i | 4.7 | 1.5 | i | -8.9 | i | i | i | i
Cc1ccc(C2NC(=O)c3c(sc(C)c3C)N2)c(O)c1 (centres undefined) | i | i | i | -1.2 | 11.4 | i | -5.4 | i | i | i | i
Cc1ccc(/C=N/NC(=O)CN2CCN(S(=O)(=O)c3ccc(Br)cc3)CC2)s1 | i | i | i | 1.5 | 5.5 | i | -9.1 | i | i | i | i
Cc1c(NC(=O)COc2cccc(Cl)c2Cl)c(=O)n(-c2ccccc2)n1C | i | i | i | 12.3 | 3.6 | i | -9.5 | i | i | i | i
CC1CCc2nn(CC(=O)NCCN3CCOCC3)cc2C1 (centres undefined) | i | i | i | -8.8 | -0.9 | i | -5.2 | i | i | i | i
O=C(NCCCn1ccnc1)c1nn2c(C(F)(F)F)cc(-c3ccc(Br)cc3)nc2c1Cl | i | i | i | -0.8 | . | i | -5.4 | i | i | i | i
C=CCN(N=Nc1cccc([N+](=O)[O-])c1)c1cccc([N+](=O)[O-])c1 | i | i | i | -9.1 | 13.4 | i | 0.0 | i | -9.23* | -11.2* | i
COc1ccc2c(c1)OC13CCCCC1C2C(C(=O)c1ccccc1)C(=O)N3 (centres undefined) | i | i | i | 2.8 | -1.5 | i | -5.0 | i | i | i | i
CCCc1cc(=O)oc2cc(C)cc(OCC(=O)NCc3ccncc3)c12 | i | i | i | . | -18.9 | i | -10.8 | i | i | i | i
CCC(=O)Nc1c(C#N)c2nc3ccccc3nc2n1-c1ccccc1C | i | i | i | 55.0* | -31.6 | i | -21.6 | i | i | i | i
CCn1c(SCC(N)=O)nc2c1c(=O)n(C)c(=O)n2C | i | i | i | 5.0 | -0.9 | i | -2.5 | i | i | i | i
O=C(NCCN1C(=O)C2C3C=CC(C3)C2C1=O)Nc1ccc(Br)cc1 (centres undefined) | i | i | i | 14.6 | -3.9 | i | -6.8 | i | i | i | i
O=C(OCn1ncc(Br)c(Br)c1=O)c1ccccc1Cl | i | i | i | 0.3 | 4.3 | i | -13.4 | i | i | i | i
CCN(C(=O)COc1ncnc2sccc12)c1ccccc1 | i | i | i | 3.7 | -8.1 | i | -12.1 | i | i | i | i
O=C(c1c(F)cccc1F)N1CCC(O)(c2ccc(F)cc2)CC1 | i | i | i | -0.4 | 0.2 | i | -10.1 | i | i | i | i
O=C(COC(=O)c1cn(-c2ccccc2)nc1-c1cccs1)NC1CC1 | i | i | i | 3.8 | -3.5 | i | -3.5 | i | i | i | i
Cc1nnc(SCc2c(Cl)cccc2Cl)s1 | i | i | i | 0.6 | 1.2 | i | -4.3 | i | i | i | i
COc1ccc(N2C(=O)CSC2c2cccc(F)c2)c(OC)c1 (centres undefined) | i | i | i | 5.3 | -9.4 | i | -16.5 | i | i | i | i
COc1cc2cc(Oc3ccc4ccc(=O)oc4c3)c(=O)oc2cc1OC1OC(COC(=O)CC(C)(O)CC(=O)O)C(O)C(O)C1O (centres undefined) | i | i | i | 5.4 | -5.3 | i | 0.5 | i | i | i | i
CCCc1nnc(SCC(=O)N2CCOCC2)n1C | i | i | i | 3.6 | 0.4 | i | -8.6 | i | i | i | i
Cc1ccc(OCC(=O)N2CCN(C(=O)c3cccc(F)c3)CC2)cc1 | i | i | i | 0.1 | -5.0 | i | -10.5 | i | i | i | i
CCOc1cccc(C(=O)Nc2cccc(C(=O)NCC(C)C)c2)c1 | i | i | i | 13.6 | 1.8 | i | -14.3 | i | i | i | i
O=C1OCCC1N1C(=O)c2ccccc2S1(=O)=O (centres undefined) | i | i | i | 3.7 | -4.9 | i | -7.5 | i | i | i | i
COc1ccc(OC)c(N(CC(=O)Nc2cccnc2)S(=O)(=O)c2ccccc2)c1 | i | i | i | 5.4 | -3.9 | i | -17.6 | i | i | i | i
O=C(NC(=O)c1cccc(F)c1)OC[C@@H]1CCCN2CCCC[C@H]12 | i | i | i | -1.7 | -2.1 | i | -8.4 | i | i | i | i

Looked up by structure from above:
SMILES | TMEM16A act | KCNQ1 pot | TMEM16A inh | DYRK1A inh | HDAC3 inhib | TRPC4 PAM | hERG protect | KCNQ1 inh | KCNK3 block | KCNK9 block | TRPC4 act
C=CCN(N=Nc1cccc([N+](=O)[O-])c1)c1cccc([N+](=O)[O-])c1 | i | i | i | -9.1 | 13.4 | i | 0.0 | i | -9.23* | -11.2* | i
CCn1c(SCC(N)=O)nc2c1c(=O)n(C)c(=O)n2C | i | i | i | 5.0 | -0.9 | i | -2.5 | i | i | i | i

(more compounds)
SMILES | TMEM16A act | KCNQ1 pot | TMEM16A inh | DYRK1A inh | HDAC3 inhib | TRPC4 PAM | hERG protect | KCNQ1 inh | KCNK3 block | KCNK9 block | TRPC4 act
CCN(CC)CCn1c2ccccc2c2nc3ccc([N+](=O)[O-])cc3cc21 | i | i | i | 3.4 | -9.7 | i | -11.3 | i | i | i | i
Cc1noc(NS(=O)(=O)c2ccc(NC(=O)c3ccoc3C)cc2)c1C | i | i | i | -3.5 | 0.2 | i | -14.2 | i | i | i | i
COC(=O)[C@@]12CCCCN1[C@H](c1ccc(SC3CCCCC3)c(OC)c1)[C@@H]1C(=O)N(C)C(=O)[C@@H]12 | i | i | i | -7.5 | 18.1 | i | -7.7 | i | i | i | i
CC(=O)N1CCN(C(=O)COC(=O)CNC(=O)c2ccccc2C)CC1 | i | i | i | 3.4 | -1.3 | i | -12.4 | i | i | i | i
Cc1cc(NC(=O)CSc2nnc(CNc3ccc(F)cc3)n2C2CCCCC2)no1 | i | i | i | -2.7 | . | i | -11.6 | i | i | i | i
Cc1cc(C(=O)O)ccc1-c1ccc(/C=N/n2cnnc2)o1 | i | i | i | 17.3 | 3.8 | i | -7.1 | i | i | i | i
CCOc1ccc(OCC)c(NC(=O)CSc2nc3cccnc3n2C)c1 | i | i | i | -3.1 | -0.6 | i | -11.9 | i | i | i | i
CSc1ccccc1OCc1cc(C(=O)N2CCCC2c2nonc2C)no1 (centres undefined) | i | i | i | -2.0 | -1.8 | i | -8.5 | i | i | i | i
COc1ccc(OC)c(N(CC(=O)O)S(=O)(=O)c2ccc(OC)c(OC)c2)c1 | i | i | i | . | 2.5 | i | -5.8 | i | i | i | i
Cc1ccccc1-c1nnc(SCC(=O)Nc2ccc3c(c2)OCCO3)n1N | i | i | i | -1.0 | 5.4 | i | -16.0 | i | i | i | i
CCOC(=O)c1sc(NC(=S)NC(=O)c2ccccc2Cl)c(C(=O)OCC)c1C | i | i | i | 8.5 | -1.9 | i | -7.6 | i | i | -9.1* | i
Cc1noc(C)c1CN(C(=S)NC1CC1)c1ccccc1 | i | i | i | 2.0 | 2.4 | i | -7.7 | i | i | i | i
O=S(=O)(Nc1nc2ccccc2[nH]1)c1ccccc1 | i | i | i | 0.8 | -6.7 | i | -17.1 | i | i | i | i
CCOc1ccc(/C(O)=C2/C(=O)C(=O)N(c3ncccn3)C2c2ccc(Cl)cc2)cc1 (centres undefined) | i | i | i | . | -0.2 | i | -8.6 | i | i | i | i
COc1ccc([N+](=O)[O-])cc1NC(=O)CSCc1ccc(Br)cc1 | i | i | i | 7.0 | -4.1 | i | -4.0 | i | i | i | i
CC(=O)NCCC1CCCCN1C(=O)c1cc(COc2cc(C)ccc2C)on1 (centres undefined) | i | i | i | -0.2 | 8.4 | i | -4.5 | i | i | i | i
Cc1nc(N)ncc1Sc1ccc(Cl)cc1 | i | i | i | 2.6 | -14.2 | i | -11.9 | i | i | i | i
COC(=O)c1cc(NCc2cccs2)ccc1N1CCOCC1 | i | i | i | 5.1 | 9.5 | i | -10.0 | i | i | i | i
CC(=O)NCCC(=O)Nc1cc(S(=O)(=O)N2CCCCC2)ccc1Oc1cccc(C)c1 | i | i | i | -3.6 | -2.6 | i | -7.1 | i | i | i | i
CCOCCn1c(=O)c2c(nc3n2CCN3c2ccc(C)cc2)n(C)c1=O | i | i | i | -2.4 | -2.1 | i | -12.3 | i | i | i | i

Screening results (PubChem)
